Assay outcomes (PubChem BioAssay)
SENP8 block-1 – SENP8 (human) protease inhibition; inhibition, % at 20 µM; AID 602440; recombinant SENP8, Nedd8 substrate fluorescence; 0.64% of 360,000 active; Q96LD8; in the data active = inhibition mostly above about 40%, no sharp cut-off; inactive = mostly below about 27%
Target sequence (Q96LD8 whole entry, looked up): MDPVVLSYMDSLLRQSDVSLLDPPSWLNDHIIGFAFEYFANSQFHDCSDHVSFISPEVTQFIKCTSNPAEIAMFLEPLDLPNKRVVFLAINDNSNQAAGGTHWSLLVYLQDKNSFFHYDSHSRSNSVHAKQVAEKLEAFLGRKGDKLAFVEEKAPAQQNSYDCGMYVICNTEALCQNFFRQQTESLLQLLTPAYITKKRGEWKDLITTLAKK
SENP8 block-2 – blocks the human protease SENP8. Q96LD8. inhibition, % at 10 µM. AID 2540. purified SENP8, Z-RLRGG-aminoluciferin cleavage, luminescence. 1.2% of 330,000 active; in the data active = inhibition above about 50%
SENP6 block – SENP6 protease inhibition; Recombinant SENP6 catalytic domain, aminoluciferin luminescence; inhibition, % at 10 µM; 1.8% of 330,000 active;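 active = inhibition above about 50% at the single tested dose, limit read from the data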;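 note: plate controls were DMSO wells with enzyme for no effect and DMSO wells lacking enzyme for full effect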
APOBEC3G inh – inhibitors of human APOBEC3G DNA deaminase. recombinant A3G, ssDNA deamination FAM/TAMRA fluorescence. Q9HC16. 0.28% of 330,000 active. inhibition, % at 20 µM;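 active = inhibition of at least 40% at 20 µM, with no more than 30% in the related APOBEC3A deaminase screen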;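 note: plate controls were DMSO wells with A3G for no effect and wells lacking A3G enzyme for full effect; some compounds called inactive have numbers as strong as hits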
Target sequence (Q9HC16 whole entry, looked up): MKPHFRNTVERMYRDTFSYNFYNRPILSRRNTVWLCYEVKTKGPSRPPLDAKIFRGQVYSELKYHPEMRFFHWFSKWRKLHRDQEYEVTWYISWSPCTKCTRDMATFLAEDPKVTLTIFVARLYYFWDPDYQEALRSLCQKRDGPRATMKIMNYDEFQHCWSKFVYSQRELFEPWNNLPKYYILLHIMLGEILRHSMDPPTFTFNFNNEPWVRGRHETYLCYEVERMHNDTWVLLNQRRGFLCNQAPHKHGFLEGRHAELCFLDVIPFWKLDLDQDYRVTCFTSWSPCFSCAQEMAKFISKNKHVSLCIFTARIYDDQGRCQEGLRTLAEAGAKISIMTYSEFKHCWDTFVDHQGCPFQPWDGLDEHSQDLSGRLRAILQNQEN
UBC13 inh – blocks human UBC13 polyubiquitin chain formation. P61088. TR-FRET. inhibition, % at 20 µM. 0.47% of 330,000 active; in the data active = inhibition above about 45%, passing the limit was not always enough
Target sequence (P61088 whole entry, looked up): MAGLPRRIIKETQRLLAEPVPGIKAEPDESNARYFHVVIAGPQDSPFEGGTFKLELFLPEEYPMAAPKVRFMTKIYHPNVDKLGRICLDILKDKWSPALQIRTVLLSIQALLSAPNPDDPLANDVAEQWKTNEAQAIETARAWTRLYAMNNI
Apaf-1 inh – human Apaf-1 inhibition | O14727 | reconstituted apoptosome caspase-3 activity, DEVD-Rh110 fluorescence | inhibition, % at 20 µM | 0.71% of 330,000 active; active = inhibition of at least 40% at 20 µM;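 note: plate controls were DMSO wells for no effect and DEVD-CHO caspase inhibitor wells for full effect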
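Assay system: Apoptosome proteins | Medium: pH 7.5 Hepes buffer with CHAPS, BSA, DTT | Also added: Cytochrome c and DEVD-Rh110 substrate | Times: 30 min plus 50 min, RT | Detection: Rhodamine 110 fluorescence at Ex 480/Em 540 nm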
SENP1 inh – SENP1 (human) catalytic domain inhibition; recombinant SENP1 catalytic domain, CyPet-SUMO1-YPet FRET cleavage; Q9P0U3; 0.21% of 360,000 active; inhibition, % at 10 µM; AID 624204;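 active = inhibition at least 30% at 10 µM, raw YFP signal under a set limit, fluorescence ratio 0.5 to 1.5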;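 note: 0% = enzyme with DMSO and 100% = no enzyme wells; some results filed as inactive read as strong as hits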
Target sequence (Q9P0U3 419-644 limits assumed): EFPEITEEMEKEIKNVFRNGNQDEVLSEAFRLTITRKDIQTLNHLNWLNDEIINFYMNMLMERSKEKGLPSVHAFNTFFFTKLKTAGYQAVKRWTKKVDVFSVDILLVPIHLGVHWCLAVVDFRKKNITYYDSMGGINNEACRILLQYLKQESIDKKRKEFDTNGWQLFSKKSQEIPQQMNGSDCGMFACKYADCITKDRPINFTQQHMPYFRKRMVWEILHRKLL
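Compound: 10 µM single point, 0.5% DMSO; Test system: hSENP1 catalytic domain, recombinant; Timing: 50 min reaction at room temperature; Technique: FRET, CFP and YFP emission; Control set: no-enzyme wells low, DMSO-plus-enzyme wells high control.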
SENP7 block – inhibitors of human SENP7 protease; Q9BQF6; recombinant SENP7, Z-RLRGG-aminoluciferin luminescence, 40 min; 1.5% of 330,000 active; inhibition, % at 5 µM;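 active = inhibition above about 50% at the single test dose, limit read from the data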;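 note: plate controls were DMSO with enzyme for no effect and no enzyme buffer wells for full effect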
The depositor's hits bear a star.

For CCOc1ccc(N(CC(=O)Nc2cc(C)cc(C)c2)S(C)(=O)=O)cc1 the results were SENP8 block-1 9, SENP8 block-2 -3, SENP6 block -26, APOBEC3G inh -9, UBC13 inh 5, Apaf-1 inh 7, SENP1 inh 2 and SENP7 block -1.
For Clc1ccc(CSc2ncccn2)cc1 the results were SENP8 block-1 7, SENP8 block-2 -9, SENP6 block 2, APOBEC3G inh -1, UBC13 inh -2, Apaf-1 inh 3, SENP1 inh 1 and SENP7 block -1.
Screening Cc1cc(C(=O)CN2C(=O)C(=O)N(Cc3ccco3)C2=O)c(C)n1CCc1ccc(F)cc1 returned SENP8 block-1 2, SENP8 block-2 8, SENP6 block 10, APOBEC3G inh 0, UBC13 inh -5, Apaf-1 inh 3, SENP1 inh -1 and SENP7 block 7.
`COc1ccc(NC(=S)NC23CC4CC(CC(C4)C2)C3)cc1OC` gave SENP8 block-1 15, SENP8 block-2 6, SENP6 block -2, APOBEC3G inh -8, UBC13 inh -2, Apaf-1 inh 21, SENP1 inh 1 and SENP7 block 1.
For NS(=O)(=O)c1ccc(NS(=O)(=O)c2cccs2)cc1 the results were SENP8 block-1 17, SENP8 block-2 -3, SENP6 block -8, APOBEC3G inh -11, UBC13 inh -4, Apaf-1 inh -4, SENP1 inh 1 and SENP7 block -8.
Screening Cn1c(CNC(=O)c2ccc(Cl)cc2)nnc1SCC(=O)Nc1sc2c(c1C#N)CCCC2 returned SENP8 block-1 13, SENP8 block-2 3, SENP6 block -13, APOBEC3G inh -4, UBC13 inh 8, Apaf-1 inh 7, SENP1 inh 1 and SENP7 block 4.
Screening COc1ccc2c(CSc3nnc(-c4cccnc4)n3-c3ccccc3F)cc(=O)oc2c1 returned SENP8 block-1 -52, SENP8 block-2 -7, SENP6 block -20, APOBEC3G inh -9, UBC13 inh 4, Apaf-1 inh 4, SENP1 inh -17 and SENP7 block 0.
O=C(Nc1ccccc1C(=O)O)c1ccc(NC(=O)C2CCCO2)cc1 (stereo not drawn) was read as SENP8 block-1 1, SENP8 block-2 25, SENP6 block 47, APOBEC3G inh -4, UBC13 inh 0, Apaf-1 inh 5, SENP1 inh 0 and SENP7 block 26.
COc1ccc(-c2csc(N(CCc3ccc(OC)c(OC)c3)C(=O)COc3ccccc3)n2)cc1 was read as SENP8 block-1 4, SENP8 block-2 -6, SENP6 block -1, APOBEC3G inh -4, UBC13 inh -21, Apaf-1 inh 8, SENP1 inh 2 and SENP7 block -6.
For O=C1NC2(CCCCCC2)C(=O)N1Cc1ccc(F)cc1Cl the results were SENP8 block-1 4, SENP8 block-2 -4, SENP6 block -9, APOBEC3G inh -7, UBC13 inh -7, Apaf-1 inh 6, SENP1 inh 3 and SENP7 block -3.
CCOC(=O)C1CCN(C(=O)CN2C(=O)c3ccccc3Sc3ncccc32)CC1 was read as SENP8 block-1 9, SENP8 block-2 -4, SENP6 block 13, APOBEC3G inh -2, UBC13 inh 4, Apaf-1 inh -19, SENP1 inh 0 and SENP7 block 0.
`COC(=O)C1=C(CN2CCCc3ccccc32)NC(=O)NC1c1ccc(F)cc1` (stereo not drawn) gave SENP8 block-1 -43, SENP8 block-2 -2, SENP6 block 2, APOBEC3G inh -3, UBC13 inh 4, Apaf-1 inh 3, SENP1 inh -34 and SENP7 block 0.
Screening O=C(COC(=O)c1ccccn1)c1ccc([N+](=O)[O-])cc1 returned SENP8 block-1 17, SENP8 block-2 -1, SENP6 block 9, APOBEC3G inh -1, UBC13 inh 1, Apaf-1 inh 13, SENP1 inh 5 and SENP7 block -6.
Screening COC(=O)c1ccccc1NC(=O)Nc1ccc2c(c1)OCO2 returned SENP8 block-1 15, SENP8 block-2 -8, SENP6 block -9, APOBEC3G inh -1, UBC13 inh 0, Apaf-1 inh -3, SENP1 inh 2 and SENP7 block 0.
Screening CC(O)CNc1nc2c(c(=O)n(Cc3cccc(Cl)c3)c(=O)n2C)n1C (stereo not drawn) returned SENP8 block-1 3, SENP8 block-2 0, SENP6 block 10, APOBEC3G inh -10, UBC13 inh 2, Apaf-1 inh -18, SENP1 inh -1 and SENP7 block -5.
`Cc1ccc(-n2cccn2)c(CN2CCCC(C(=O)c3sccc3C)C2)c1` (stereo not drawn) gave SENP8 block-1 15, SENP8 block-2 5, SENP6 block 2, APOBEC3G inh -3, UBC13 inh 4, Apaf-1 inh 2, SENP1 inh 0 and SENP7 block 5.
Screening CCn1c(=O)c(=O)[nH]c2cc(C(=O)NCc3ccc(F)cc3)ccc21 returned SENP8 block-1 -107, SENP8 block-2 10, SENP6 block -2, APOBEC3G inh -8, UBC13 inh 6, Apaf-1 inh 9, SENP1 inh -5 and SENP7 block 3.
COc1c(Cl)cc(-c2noc(C)c2C(=O)NCCc2ccc(C)cc2)cc1Cl was read as SENP8 block-1 -2, SENP8 block-2 -1, SENP6 block 4, APOBEC3G inh -2, UBC13 inh 11, Apaf-1 inh 13, SENP1 inh 2 and SENP7 block -2.
Cc1nn(C)c(C)c1NC(=O)CC12CC3CC(CC(C3)C1)C2 was read as SENP8 block-1 23, SENP8 block-2 -3, SENP6 block 7, APOBEC3G inh -2, UBC13 inh -2, Apaf-1 inh 5, SENP1 inh 3 and SENP7 block 6.
Screening Cc1ccc2ccccc2c1Cn1c(-n2ccnc2)nc2c1c(=O)n(C)c(=O)n2C returned SENP8 block-1 17, SENP8 block-2 -12, SENP6 block -16, APOBEC3G inh -4, UBC13 inh -6, Apaf-1 inh 15, SENP1 inh 0 and SENP7 block -1.
Screening O=C(CSc1nc2ccccc2s1)c1cc2ccccc2o1 returned SENP8 block-1 1, SENP8 block-2 -2, SENP6 block 14, APOBEC3G inh 1, UBC13 inh -11, Apaf-1 inh 21, SENP1 inh -14 and SENP7 block 8.
For O=C(/C=C/c1ccc(S(=O)(=O)N2CCOCC2)cc1)N1CCN(c2ccccc2)CC1 the results were SENP8 block-1 4, SENP8 block-2 2, SENP6 block -16, APOBEC3G inh -8, UBC13 inh 2, Apaf-1 inh -8, SENP1 inh 2 and SENP7 block 6.
CO/N=C/CC(=O)c1ccc([N+](=O)[O-])c(CS(=O)(=O)c2ccc(Cl)cc2)c1 was read as SENP8 block-1 21, SENP8 block-2 5, SENP6 block 29, APOBEC3G inh -8, UBC13 inh -3, Apaf-1 inh 2, SENP1 inh 5 and SENP7 block 2.
Cc1nc(-c2ccc3c(c2)OCO3)cs1 was read as SENP8 block-1 6, SENP8 block-2 -8, SENP6 block -5, APOBEC3G inh -2, UBC13 inh 7, Apaf-1 inh 3, SENP1 inh 1 and SENP7 block 6.

4 records picked at random from the list so far:
For O=C(/C=C/c1ccc(S(=O)(=O)N2CCOCC2)cc1)N1CCN(c2ccccc2)CC1 the results were SENP8 block-1 4, SENP8 block-2 2, SENP6 block -16, APOBEC3G inh -8, UBC13 inh 2, Apaf-1 inh -8, SENP1 inh 2 and SENP7 block 6.
Cc1nc(-c2ccc3c(c2)OCO3)cs1 was read as SENP8 block-1 6, SENP8 block-2 -8, SENP6 block -5, APOBEC3G inh -2, UBC13 inh 7, Apaf-1 inh 3, SENP1 inh 1 and SENP7 block 6.
`Cc1ccc(-n2cccn2)c(CN2CCCC(C(=O)c3sccc3C)C2)c1` (stereo not drawn) gave SENP8 block-1 15, SENP8 block-2 5, SENP6 block 2, APOBEC3G inh -3, UBC13 inh 4, Apaf-1 inh 2, SENP1 inh 0 and SENP7 block 5.
Cc1nn(C)c(C)c1NC(=O)CC12CC3CC(CC(C3)C1)C2 was read as SENP8 block-1 23, SENP8 block-2 -3, SENP6 block 7, APOBEC3G inh -2, UBC13 inh -2, Apaf-1 inh 5, SENP1 inh 3 and SENP7 block 6.

More results follow.
CC(Oc1ccc(Cl)cc1Cl)C(=O)NC(=S)N1CCc2ccccc21 (stereo not drawn) was read as SENP8 block-1 18, SENP8 block-2 -4, SENP6 block -14, APOBEC3G inh -6, UBC13 inh 7, Apaf-1 inh 22, SENP1 inh -1 and SENP7 block 9.
Screening Cc1ccc[n+](CC(=O)Nc2cc(C(F)(F)F)ccc2Cl)c1 returned SENP8 block-1 7, SENP8 block-2 -2, SENP6 block -8, APOBEC3G inh 0, UBC13 inh -4, Apaf-1 inh -14, SENP1 inh 1 and SENP7 block -1.
For CN(C(=O)c1cc(COc2ccc(F)c(F)c2)on1)C1CCOC1 (stereo not drawn) the results were SENP8 block-1 6, SENP8 block-2 -2, SENP6 block 5, APOBEC3G inh -7, UBC13 inh -1, Apaf-1 inh -9, SENP1 inh 2 and SENP7 block 1.
Cc1cccc(N2CCN(C(=O)c3cc4n(n3)C(C(F)(F)F)CC(c3ccco3)N4)CC2)c1C (stereo not drawn) was read as SENP8 block-1 18, SENP8 block-2 1, SENP6 block -3, APOBEC3G inh -4, UBC13 inh -1, Apaf-1 inh 21, SENP1 inh 0 and SENP7 block 6.
Screening O=C(O)c1cc(S(=O)(=O)O)cc(Nc2c3ccccc3nc3ccccc23)c1O returned SENP8 block-1 -286, SENP8 block-2 -18, SENP6 block -16, APOBEC3G inh -9, UBC13 inh -24, Apaf-1 inh 14, SENP1 inh -194 and SENP7 block -4.
For N#Cc1cnn2c(-c3cccc([N+](=O)[O-])c3)ccnc12 the results were SENP8 block-1 -289, SENP8 block-2 4, SENP6 block -1, APOBEC3G inh -1, UBC13 inh -8, Apaf-1 inh 0, SENP1 inh -1 and SENP7 block 3.
Screening COc1ccc2[nH]c3c(NCc4ccco4)ncnc3c2c1 returned SENP8 block-2 -11, SENP6 block 4, APOBEC3G inh 2, UBC13 inh 20, Apaf-1 inh 6 and SENP7 block 9.
CCOC(=O)N1CCN(C(=O)c2cc3cc(C)ccc3[nH]2)CC1 was read as SENP8 block-1 7, SENP8 block-2 -4, SENP6 block -3, APOBEC3G inh -5, UBC13 inh 2, Apaf-1 inh -14, SENP1 inh 3 and SENP7 block 1.
`NCCNc1cc(N2CCCC2)ccc1[N+](=O)[O-]` gave SENP8 block-1 20, SENP8 block-2 1, SENP6 block -12, APOBEC3G inh -3, UBC13 inh -87, Apaf-1 inh -5, SENP1 inh 5 and SENP7 block 77*.
`OCCOCCOCCn1c2ccccc2c2ccccc21` gave SENP8 block-1 -19, SENP8 block-2 2, SENP6 block -10, APOBEC3G inh -3, UBC13 inh -10, Apaf-1 inh 19, SENP1 inh -1 and SENP7 block -10.
COc1cccc(NC(=S)NCc2cccnc2)c1 was read as SENP8 block-1 5, SENP8 block-2 2, SENP6 block -1, APOBEC3G inh 4, UBC13 inh 3, Apaf-1 inh -5, SENP1 inh 3 and SENP7 block -1.
Cc1noc(C)c1COc1ccc(C(=O)NNC(=O)c2ccccc2F)cc1 was read as SENP8 block-1 9, SENP8 block-2 5, SENP6 block 2, APOBEC3G inh 1, UBC13 inh 9, Apaf-1 inh -7, SENP1 inh 1 and SENP7 block 4.
Cc1n[nH]c(C)c1-c1nc2ccccc2[nH]1 was read as SENP8 block-1 21, SENP8 block-2 5, SENP6 block -9, APOBEC3G inh -3, UBC13 inh -1, Apaf-1 inh -8, SENP1 inh 1 and SENP7 block 6.
`O=C(Nc1ccc(Cl)c(Cl)c1)Oc1ccc(NC(=O)c2ccco2)cc1` gave SENP8 block-1 11, SENP8 block-2 -9, SENP6 block -4, APOBEC3G inh -8, UBC13 inh -5, Apaf-1 inh 6, SENP1 inh 0 and SENP7 block -6.
For CCOc1cc(/C=N/NC(=O)c2cccnc2)cc(Br)c1OCC(N)=O the results were SENP8 block-1 4, SENP8 block-2 -11, SENP6 block -26, APOBEC3G inh -7, UBC13 inh -15, Apaf-1 inh 6, SENP1 inh -1 and SENP7 block -3.
For Cc1ccc(F)cc1NC(=O)COC(=O)COc1ccc(C#N)cc1 the results were SENP8 block-1 7, SENP8 block-2 -3, SENP6 block -10, APOBEC3G inh -2, UBC13 inh -1, Apaf-1 inh 2, SENP1 inh 4 and SENP7 block -5.

Hits appear at their usual frequency; 3.6% or so of the library scored in one or more.
